# Pf Dd2 growth: inhibitors of Plasmodium falciparum Dd2 growth; AID 1347417; P. falciparum Dd2 growth, SYBR Green, 72 h; hit rate 4.3% among 120,000; Potency, µM (doses to about 28.9 µM), inactives show top-dose activity, negative = inhibition, most hits filed as inhibitors; active = well fitted inhibition curve with a large enough effect; inconclusive = small, poorly fitted or top-dose-only effect; inactive = no such curve, though single readings can be large or run the other way;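 note: plate controls were DMSO vehicle for no effect and reference drug for full effect; nearly all actives have a fitted effect of over 65% in size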
#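 Infected erythrocytes (Dd2, 0.3% parasitemia, 2.5% hematocrit final) are added to compound in RPMI-1640/Albumax II medium, grown 72 h at 37C in low oxygen, then lysed with saponin/Triton-X containing SYBR Green and read by fluorescence.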
# * hit, by the source's call; i = inactive; ? = inconclusive; [ ] = dose if it differs, or a comment. Potency is the fitted concentration of half-maximal effect.
SMILES,Pf Dd2 growth
COc1ccc(-c2cn(C[C@H]3CC4CCN3C[C@@H]4C(=O)NCc3ccccc3OC)nn2)cc1 (stereo partly drawn),?
CCOc1ccccc1C(=O)N1CCc2[nH]nc(C(=O)NCCCc3ccccc3)c2C1,-15.7%
O=C(CCNc1c(-c2ccccc2)nc2cnccn12)NC1CCCC1,i
CCOC(=O)c1cnc2c(C)c(Cl)ccc2c1Nc1ccc(C)cc1C,-23.4%
Cc1cc(=O)n(CC(=O)Nc2c(C)cccc2C)c(N(C)Cc2ccccc2)n1,?
CCN(CC)C(=O)CCC1CCN(c2cc(NC3CC3)ncn2)CC1,i
CC1=C[C@@H](CNC(=O)c2cnccn2)[C@H](C(C)C)C[C@H]1CC(=O)N1CCOCC1,i
C=CCC(=O)N1CCOC(CCCC(C)C)C1 (stereo not drawn),-29.9%
CCOc1ccccc1NC(=O)c1c(NC(=O)c2cccc(C)c2)sc2c1CCCC2,8.91µM*
Cc1cc2ncc(C(=O)NCc3ccc(F)cc3)cn2n1,-9.8%[44.1 µM]
O=C(NCCN1CCOCC1)c1ccc2c(c1)CC(=O)N2Cc1cccc(F)c1,?
C=CCn1cc2c3c(cccc31)[C@H](CC(C)C)N[C@H](C(=O)NCc1ccccn1)C2,11.2µM*
O=C(CCc1ccccc1)N1CCC2(CC1)NC(=O)N(c1ccccc1)N2,-14.6%
CNc1nc2c(c(C(=O)N3CCCC3)n1)CN(C(=O)CN1CCOC1=O)CC2,-8.1%
CS(=O)(=O)c1ncc(Cl)c(C(=O)N(Cc2ccc(Cl)cc2)Cc2ccco2)n1,i[5.79 µM]
CN1C[C@@H](NC(=O)Nc2ccccc2)C[C@H]1c1nc(-c2ccc(F)cc2)no1,i
c1ccc(Oc2cc3c(cn2)NCCN(Cc2cnc[nH]2)C3)cc1,i
Fc1ccc2c(c1)nc1n2[C@@H](CNCc2cnc3ccccc3c2)COC1,i
O=C(Nc1ccc(-c2nnc3n2CCCC3)cc1)c1ccc(F)cc1F,?
O=C(CCC(=O)N1CCSc2ccccc21)NCc1ccccc1Cl,6.6%
CCNC(=O)NC[C@@H]1C=C(C)[C@H](CC(=O)NCCOC)C[C@H]1C(C)C,-15.4%[44.1 µM]
Cc1ccn2c(=O)c(C(=O)NCCc3ccccc3)c(O)nc2c1,39.5%[activator]
CCC1CN(C(=O)N2CCC(C(=O)Nc3ccccc3F)CC2)c2ccccc2O1 (stereo not drawn),-7.8%
O=c1c2cc3c(nc2ncn1Cc1ccc(Cl)cc1)CCCC3,?
O=C(CN1CCCc2nc(C3CC3)ncc2C1=O)NCC1CC1,0.8%

# Reprinted from the part before: six compounds; new compounds follow.
SMILES,Pf Dd2 growth
O=C(CCC(=O)N1CCSc2ccccc21)NCc1ccccc1Cl,6.6%
CCNC(=O)NC[C@@H]1C=C(C)[C@H](CC(=O)NCCOC)C[C@H]1C(C)C,-15.4%[44.1 µM]
Cc1ccn2c(=O)c(C(=O)NCCc3ccccc3)c(O)nc2c1,39.5%[activator]
CCC1CN(C(=O)N2CCC(C(=O)Nc3ccccc3F)CC2)c2ccccc2O1 (stereo not drawn),-7.8%
O=c1c2cc3c(nc2ncn1Cc1ccc(Cl)cc1)CCCC3,?
O=C(CN1CCCc2nc(C3CC3)ncc2C1=O)NCC1CC1,0.8%
COc1cccc(-c2n[nH]c3c2CC(=O)N(Cc2ccccc2)C3)c1,?
CCCc1ccc2oc(C(=O)N(C)Cc3snnc3C)c(C)c2c1,?
CCOC(=O)N1CCc2c(sc3c2c(=O)n(CCc2ccccc2)c(=O)n3CC(=O)Nc2cccc(C)c2)C1,i
CCCn1cnc2c1CN(S(=O)(=O)c1cccc3c(N(C)C)cccc13)[C@H](C(=O)OC)C2,?
CCOc1ccccc1CN1CCCN(Cc2ccncc2)C(c2ccccc2)CC(=O)NCC1 (stereo not drawn),1.26µM*
CCc1ccccc1OCCN1CCN(c2ccc(C#N)cc2)C(=O)C1,?
CCOc1ccccc1CN1CCC2(CC1)CC(Cc1nc(COC)no1)CCO2 (stereo not drawn),-21.5%
Fc1ccc(C2Cn3cnc(-c4nc(-c5ccc6c(c5)OCO6)no4)c3CO2)cc1 (stereo not drawn),?
O=C(CCc1cccnc1)N[C@H]1CCOC[C@H]1C1CCOCC1,-20.2%
CN(C)C(=O)c1ccc(OC2CCN(C(=O)C3CC3)CC2)nc1,28.0%
Cc1cc(C)n(CCC(=O)N2CCC3(CC2)CC(OCC2CC2)CCO3)n1 (stereo not drawn),?
O=C(O)c1cnc(NCc2cccnc2)nc1-c1ccc(Cl)cc1,i
COc1cccc(S(=O)(=O)N2CCCCC2c2nc(-c3cnccn3)n[nH]2)c1 (stereo not drawn),-3.7%
CCc1nc(-c2c3n(c(=O)n(Cc4ccc(OC)cc4)c2=O)CCCCC3)no1,-25.0%
Cc1cc(C(=O)N[C@@H]2C[C@H](Cn3cc(C4CC4)nn3)[C@@H](O)[C@H]2O)no1,3.2%[44.1 µM]
O=C(CC1CCOCC1)N1CCN(Cc2ccccc2F)CC1,48.9%[activator]
COc1ccccc1CNC(=O)CCC(=O)N1CC2CCCN2c2ccccc21 (stereo not drawn),i
CC(CNC(=O)CN1C(=O)COc2ccc(S(=O)(=O)N3CCCCC3)cc21)c1ccccc1 (stereo not drawn),7.1%
COc1ccccc1CNC(=O)CCCn1nc(C)c2c(C)n(-c3ccc(C)cc3)nc2c1=O,12.5%
Cc1ccc(-c2ccc3nnc(CNC(=O)c4ccc(C)cc4C)n3n2)cc1,0.4%
COc1ccc(S(=O)(=O)Nc2ccc3c(c2)sc(=O)n3C)cc1Cl,48.0%[activator]
O=S1(=O)N(Cc2ccccc2)CCCN1Cc1ccc(F)cc1Cl,24.5%
COC(=O)[C@@H]1Cc2ncn(Cc3ccc(Cl)cc3)c2CN1S(=O)(=O)Cc1ccccc1,?
Cc1cc(C)c2oc(-c3ccc(NC(=O)c4cc(Br)ccc4Cl)cc3)nc2c1,10µM*
CC(C)CC(=O)N1CCCCCC1CN1CCOCC1 (stereo not drawn),-15.3%
SMILES,Pf Dd2 growth
O=C(NCc1cccnc1Oc1ccccc1)c1ccccn1,1.4%
CC(C)N(CCCNC(=O)Cn1ncc2c([nH]c3ccccc32)c1=O)Cc1ccccc1,-26.3%
CCN(CC)C(=O)CN1C(=O)NC2(CCC(C)CC2)C1=O (stereo not drawn),19.4%
O=C1N[C@H](CC(=O)N2CCN(CCc3ccncc3)CC2)C(=O)Nc2ccccc21,-7.0%
COC(=O)c1c(-c2cccs2)csc1NC(=O)COc1c(C)ccc(C)c1C,?
CCCS(=O)(=O)c1nc(S(=O)(=O)c2ccc(C)cc2)c(NC)s1,-22.2%
CC(=O)Nc1ccc(NC(=O)CSc2nc3ccccc3nc2N2CCCCC2)cc1,1.5%
Cc1c(C(=O)N(Cc2ccc(N(C)C)cc2)CC2CCCO2)oc2ccc(Br)cc12 (stereo not drawn),-2.1%
CCN(CC)S(=O)(=O)c1ccc2c(c1)N(CC(=O)N1CCN(c3cccc(OC)c3)CC1)C(=O)CO2,-25.5%
COCCN1C(=O)[C@@H]2C[C@@H](CN2C(=O)Nc2ccccc2)Oc2ccccc21,-19.3%[44.1 µM]
CC1CCN(CC2CCN(C(=O)NCc3ccccc3)CC2)CC1,-5.2%
Cc1noc(C)c1Cc1c(C(=O)N2C[C@@H](Oc3cccnc3)C[C@H]2C(N)=O)noc1C,-2.1%
CC(=O)N1CCc2cc(S(=O)(=O)NC(Cc3ccccc3)C(=O)Nc3cc(C)ccc3C)ccc21 (stereo not drawn),22.6%
CCOc1ccc(NC(=O)c2cc3nc(-c4ccc(OC)cc4)cc(C(F)(F)F)n3n2)cc1,70.3%[activator]
COc1cc2c(cc1NS(=O)(=O)c1cccc(C#N)c1)n(C)c(=O)n2C,-19.0%
CCOc1ccccc1C1NC(=O)N(CC(=O)Nc2ccc3c(c2)CCC3)C2=C1C(=O)OC2 (stereo not drawn),i
Cn1cc(C(=O)NCCc2noc(-c3ccncc3)n2)cn1,-0.4%
CCN(CC)C(=O)C1=C(C)Nc2nc3ccccc3n2C1c1cccc(OC)c1 (stereo not drawn),?
CCOC(=O)c1c(NC(=O)c2cc(-c3ccc(Cl)cc3)on2)sc(C)c1C,42.9%[activator]
COc1ccc(CNC(=O)c2c(C)noc2-c2cccc(F)c2)cc1,3.6%
Cc1cnc(CCNC(=O)CC(C)C)n1Cc1ccc(F)cc1,?
COc1ccc(CNc2nc(SCc3ccccc3Cl)nc3ccccc23)cc1,i
O=C1CC2CCN(Cc3ccc(F)c(F)c3F)CC2CCN1 (stereo not drawn),18.8%
Fc1ccc(Nc2ncnc3onc(-c4cccc(Cl)c4)c23)c(F)c1,25.8%
Cc1oc2ccn(Cc3ccccc3F)c(=O)c2c1C(=O)N1CCN(c2ccccc2)CC1,-21.5%

# Grouped by structure: the compounds so far with an aryl thioether with sulfur outside any ring.
SMILES,Pf Dd2 growth
CC(=O)Nc1ccc(NC(=O)CSc2nc3ccccc3nc2N2CCCCC2)cc1,1.5%
COc1ccc(CNc2nc(SCc3ccccc3Cl)nc3ccccc23)cc1,i

# Remaining list, next part.
SMILES,Pf Dd2 growth
CCOc1ccccc1CN1CCCOCCNC(=O)[C@@H]2CCCC[C@@H]21,?
CCC(CC)C(=O)Nc1ccc(S(=O)(=O)N2CCC(c3nc4ccccc4s3)CC2)cc1,-2.3%
C=CCN(CC=C)Cc1c(C(=O)N2CCN(C3CCCCC3)CC2)nc2ccccn12,?
Cc1ccc(C(=O)Nc2cc3cc(Cl)ccc3oc2=O)cc1,36.9%[activator]
NC(=O)NCc1cn(C2CCN(Cc3ccc4occc4c3)CC2)nn1,-3.6%
CC(C)COc1ccc(C(=O)N2CCC(c3nc4ccccc4s3)CC2)cc1,89.1%[activator]
CCc1ccc(N2CCn3c2nc2c3c(=O)n(CCCc3ccccc3)c(=O)n2C)cc1,29.2%
COc1ccc(-c2noc(-c3cccn3CC(=O)Nc3ccccc3F)n2)cc1F,?
CSc1ccc(CCNC(=O)Cn2ncn3c(cc4ccccc43)c2=O)cc1,10.2%
O=C(N[C@H]1CCN2C(=O)c3cc(-c4ccsc4)ccc3NC(=O)[C@H]12)C1CCCC1,i
O=C(Nc1cccc(OCc2cc(=O)n3ccccc3n2)c1)c1ccccc1Br,-28.5%
CN(Cc1ccccc1)C(=O)[C@H]1C[C@@H](O)[C@H](O)[C@@H]2N=C(Nc3ccc(-n4cccn4)cc3)S[C@@H]21,?
COc1cc(OC)c(NC(=O)C2=C(C)C(=O)OC23CCCCCC3)cc1Cl,-29.1%
COc1ccc(CCNS(=O)(=O)c2ccc3c(c2)c(=O)n(C)c(=O)n3C)cc1OC,-10.3%
COCCN1C(=O)[C@H]2CN(C(=O)c3ccncc3)C[C@H]2C1=O,-4.7%
O=C(Nc1cccn2cnnc12)c1ccc(S(=O)(=O)NCCO)cc1,-10.6%
CCCN(CCC)C(=O)CSc1nc2ccccc2c(=O)n1Cc1ccco1,11.2µM*
Cc1nnc(-c2cc(-c3cccc(N(C)C)c3)ccn2)n1Cc1ccncc1,?
O=C1NCCCCCCN(C(=O)c2ccncc2)[C@H]2C[C@H](c3nc(Cc4ccccc4)no3)C[C@@H]12,?
COc1cccc(OCc2nnc(C(=O)N3CCC[C@@H]3c3nc4ccccc4[nH]3)n2-c2ccccc2)c1OC,?
CCC1Oc2ccc(NC(=O)Cc3ccc(F)cc3)cc2CN(Cc2ccccc2F)C1=O (stereo not drawn),-21.9%
Cc1ccc(CNC(=O)CCNS(=O)(=O)c2ccc3c(c2)CCCC(=O)N3)cc1,60.0%[activator]
COc1ccc(S(=O)(=O)N2CCC(c3ccncc3)CC2)cc1OC,33.3%[activator]
CCCN1CCN(C(=O)Cn2c(-c3cccs3)cc3ccccc32)CC1,?
CC(=O)N1CCC(N2CCOC[C@H]2c2ncc(-c3ccc(C(F)(F)F)cc3)[nH]2)CC1,i
SMILES,Pf Dd2 growth
CN(Cc1ccccc1)c1ncnc2c1nnn2C,58.8%[activator]
Cc1ccc(C2Cn3nnc(-c4noc(-c5c(F)cccc5F)n4)c3CO2)cc1 (stereo not drawn),-7.7%
CCCc1cc(CNC(=O)c2ccc(N3CCCN(CCC)CC3)nc2)on1,?
O=C(NC1CC1)[C@@H]1C[C@H](Oc2ccccc2)CN1C(=O)c1ccncc1,-3.1%
CCCNC(=O)Cc1csc2nc(C)c(-c3cc(C)n(-c4ccc(C)cc4)n3)c(=O)n12,i
CCc1cc2c(cc3c(=O)n(CC(=O)NC4CCC(C)CC4)nc(CC)n32)s1 (stereo not drawn),14.7%
Cc1cnc(CCNC(=O)c2n[nH]c(=O)c3ccccc23)n1C1CCCCC1,7.94µM*
CCCCN(CCC(=O)NCCCOC)C(=O)c1ccoc1,5.6%
CC(C)OCCCNC(=O)C(=O)Nc1ccc2nc3n(c(=O)c2c1)CCCCC3,?
CCn1ncc(N2CCC(NC(=O)c3ccc(OC)cc3C)CC2)cc1=O,-11.3%
Cn1c(=O)c(=O)n(C)c2cc(S(=O)(=O)Nc3ccc(Cl)c(C(F)(F)F)c3)ccc21,11.4%
CCc1cc2c(cc3c(=O)n(CC(=O)NC4CCCCC4)nc(CC)n32)s1,10.9%
COc1ccc(CCNC(=O)CSC2=Nc3ccccc3C3=NC(CCC(=O)NCc4ccccc4)C(=O)N23)cc1OC (stereo not drawn),-6.4%
Cc1ccc(C(=O)N2CC(c3nnc(C(C)C)o3)C3(CCOCC3)C2)cc1 (stereo not drawn),11.7%
COc1ccc(CN2CCN(c3ccnc(C)n3)CC2CCO)c(C)c1C (stereo not drawn),?
CN(Cc1ccncc1)Cc1cccn1C,i
O=C(NCC(c1ccco1)S(=O)(=O)c1cccs1)c1c(F)cccc1F (stereo not drawn),9.0%

# In the list so far, two contain a cyano group:
SMILES,Pf Dd2 growth
CCc1ccccc1OCCN1CCN(c2ccc(C#N)cc2)C(=O)C1,?
COc1cc2c(cc1NS(=O)(=O)c1cccc(C#N)c1)n(C)c(=O)n2C,-19.0%

# Bioassay records (PubChem BioAssay)

# Not all compounds are listed (hit frequency here may not be typical).
